Screening data as filed in PubChem.
EPAC2 agonist – agonists of human EPAC2 (RAPGEF4); AID 720711; Q8WZA2; Potency, µM (series often up to 154 µM), inactives show at the highest dose activation, usual class: activators; EPAC2 activation, biochemical qHTS; response scale: 100% = 6.5 mM cAMP response; actives 0.079% (n = 360,000); further: nearly all actives have a fitted effect of over 50% in size
Target sequence (Q8WZA2 whole entry, looked up): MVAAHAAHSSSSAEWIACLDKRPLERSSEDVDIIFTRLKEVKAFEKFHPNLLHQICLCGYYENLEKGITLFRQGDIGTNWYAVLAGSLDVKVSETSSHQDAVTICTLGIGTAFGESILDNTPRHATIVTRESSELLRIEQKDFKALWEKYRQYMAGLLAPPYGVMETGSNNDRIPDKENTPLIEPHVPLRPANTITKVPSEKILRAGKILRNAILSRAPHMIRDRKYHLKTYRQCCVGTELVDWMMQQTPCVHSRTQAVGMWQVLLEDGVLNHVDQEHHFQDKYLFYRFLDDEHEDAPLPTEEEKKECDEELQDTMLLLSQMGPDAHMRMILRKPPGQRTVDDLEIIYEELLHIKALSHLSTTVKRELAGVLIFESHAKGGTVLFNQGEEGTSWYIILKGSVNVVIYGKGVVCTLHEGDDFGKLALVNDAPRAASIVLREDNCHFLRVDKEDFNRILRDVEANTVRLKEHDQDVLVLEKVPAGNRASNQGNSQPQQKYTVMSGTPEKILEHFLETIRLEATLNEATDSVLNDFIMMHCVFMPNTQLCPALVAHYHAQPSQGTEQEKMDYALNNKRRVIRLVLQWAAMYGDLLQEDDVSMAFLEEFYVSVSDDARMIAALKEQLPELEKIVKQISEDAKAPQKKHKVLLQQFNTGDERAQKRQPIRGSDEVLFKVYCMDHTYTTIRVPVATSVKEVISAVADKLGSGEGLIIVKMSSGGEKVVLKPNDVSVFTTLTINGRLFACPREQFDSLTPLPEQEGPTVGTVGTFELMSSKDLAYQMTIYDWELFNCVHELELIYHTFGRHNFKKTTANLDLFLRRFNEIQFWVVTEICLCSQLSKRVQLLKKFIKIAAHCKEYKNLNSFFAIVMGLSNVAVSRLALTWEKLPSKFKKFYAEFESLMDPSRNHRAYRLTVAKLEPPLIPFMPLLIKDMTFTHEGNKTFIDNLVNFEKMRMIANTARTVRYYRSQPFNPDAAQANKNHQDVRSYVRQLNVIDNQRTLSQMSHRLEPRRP
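EPAC2 (100 nM) mixed with Rap1B loaded with BODIPY-GDP (250 nM) plus 50 uM unlabeled GDP; compounds pinned in, 5 min RT, then read every 5 min for 30 min (ex 480, em 540 nm). Normalized to cAMP control.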
PTHR1 agonist – activates the human parathyroid hormone receptor PTHR1. AID 743266. Potency, µM (highest dose often 115 µM), without a hit: at the top dose activation, most hits filed as activators. Q03431. HEK293 GP2 PTHR1 cells, GloSensor cAMP luminescence, 1 h. actives 0.075% (n = 410,000); further: nearly all actives have a fitted effect of over 55% in size; some results filed as inactive show a strong effect at the top dose; inactives centre near -15; many of its hits are not listed in these tables
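HEK-293-derived GP2 cells expressing PTHR1 and a GloSensor cAMP reporter, 3,000/well, plated overnight, given luciferin plus IBMX (each 0.5 mM as added) for 1 h at 37 °C, then compound for 1 h at 37 °C. Luminescence was read after 15 min at room temperature.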
EPAC2 antag – antagonists of human EPAC2; Q8WZA2; EPAC2 GEF exchange of Rap1B-BODIPY-GDP, fluorescence; Potency, µM (top dose mostly 114 µM), inactives show at the highest dose activity, negative = inhibition, most hits filed as inhibitors; actives 0.18% (n = 360,000); AID 720708; further: on the % scale 0 is the no-effect control and ±100 the full control effect; nearly all actives have a fitted effect of over 45% in size; many of its hits are not listed in these tables
TDP43 rescue – TDP-43 toxicity inhibition in yeast | actives 1.8% (n = 410,000) | Potency, µM (titrated, usually from 46.1 µM), inactives show at the top dose growth rescue (activation), most hits filed as activators | TDP-43 expressing yeast growth rescue, BacTiter-Glo, 24 h | AID 652104; further: % of control where 0% means no effect; nearly all actives have a fitted effect of over 50% in size
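Luminescence from BacTiter-Glo reports growth of TDP-43-expressing yeast after 24 hr at 30 deg C with compound. Cells were raffinose-pregrown to mid-log, then seeded in galactose medium at OD600=0.02.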
FUS yeast rescue – FUS proteinopathy suppression in yeast. S. cerevisiae FUS-expressing, growth rescue, OD600, 24 h. Potency, µM (top dose mostly 76.6 µM), for the others: at the top dose growth rescue (activation), most hits filed as activators. actives 0.24% (n = 390,000);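 further: plate controls were DMSO vehicle for no effect and reference control for full effect; nearly all actives have a fitted effect of over 55% in size; some results filed as inactive show a strong effect at the top dose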
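Compound concentration series was pinned onto galactose-induced FUS-expressing yeast seeded at OD 0.005. Plates sat 24hr at 30C; absorbance at 600 nm gave growth. DMSO served as background control.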
EPAC1 ag – activates human EPAC1 exchange factor; O95398; EPAC1 agonist qHTS, biochemical assay; response scale: 100% = response to 6.5 mM cAMP; Potency, µM (titrated, usually from 154 µM), without a hit: at the highest dose activation, actives largely listed as activators; actives 0.073% (n = 360,000); further: nearly all actives have a fitted effect of over 60% in size
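Nucleotide exchange by EPAC1 (100 nM) on Rap1B–BODIPY-GDP (250 nM) in the presence of 50 uM GDP is tracked fluorescently at 480/540 nm over 30 min. Signals are normalized to a 6.5 mM cAMP control.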
aSyn rescue – alpha-synuclein toxicity inhibition in yeast. actives 0.14% (n = 370,000). AID 652106. Yeast expressing alpha-synuclein, growth rescue, BacTiter-Glo, 24 h. Potency, µM (titrated, usually from 46.1 µM), inactives show top-dose growth rescue (activation), usual class: activators; further: % of control where 0% means no effect; nearly all actives have a fitted effect of over 65% in size
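Screening used galactose-induced yeast with toxic alpha-synuclein levels, exposed to compound for 24 hr at 30 deg C. Cell growth, read with BacTiter-Glo luminescence, gave the measured signal.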
EPAC1 antag – blocks human EPAC1 exchange factor; actives 0.14% (n = 360,000); Potency, µM (highest dose often 115 µM), for the others: at the highest dose activity change, negative = inhibition, usual class: inhibitors; O95398; EPAC1 GEF assay, Rap1b-BODIPY-GDP exchange fluorescence;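 further: plate controls were vehicle for no effect and positive control for full effect; nearly all actives have a fitted effect of over 50% in size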
* hit, by the source's call; i = inactive; ? = inconclusive; · = no result given; [ ] = dose if it differs, or a comment. The call rests on the fitted dose curve; in most records, active means well fitted curve in the direction sought with a large enough effect; inconclusive means small, poorly fitted or top-dose-only effect, or another doubt; inactive means no such curve, though single readings can be large; an effect the other way counts as inactive or inconclusive. Potency means the concentration at half of the fitted maximal effect. Only part of the results is shown (hit frequency here may not be typical).

1: COC(=O)N1CCCCC1c1cc(C(=O)NCc2ccc(Cl)c(Cl)c2)no1 (configuration not stated)
2: CCC(C(=O)NC1CCCC1)n1c2ccccc2c2nc(=O)cc(C)n21 (configuration not stated)
3: CCOc1c(C)cnc2c1c(=O)n(Cc1ccccc1Cl)c(=O)n2C
4: COc1cc(N)ccc1NC(=O)c1cccs1
5: Cc1nn(-c2ccccc2)c(Cl)c1/C=N/Nc1nc2ccccc2[nH]1
6: Cc1nc2ccccc2c(=O)n1NC(=O)C1CCC(C(C)(C)C)CC1 (configuration not stated)

compound no.	1	2	3	4	5	6
EPAC2 agonist	13%	8%	19%	-1%	0%	-9%
PTHR1 agonist	-14%	-10%	i	i	-19%	-11%
EPAC2 antag	2%	2%	-16%	7%	-4%	-6%
TDP43 rescue	?	-26%	7%	22%	-8%	-12%[9.22 µM]
FUS yeast rescue	?	17%	8%	30%	16%	3%
EPAC1 ag	10%	-12%	6%	0%	-3%	6%
aSyn rescue	5%	-1%	2%	3%	-16%	-2%
EPAC1 antag	-2%	-29%	11%	11%	-7%	-2%

7: COC1C=CC=C(C)C(=O)NC2=CC(=O)C(N)=C(CC(C)CC(OC)C(O)C(C)C=C(C)C1OC(N)=O)C2=O (configuration not stated)
8: CC1C(=O)Nc2ccccc2N1C(=O)c1ccc(Cl)c(Cl)c1 (configuration not stated)
9: O=C(COc1ccc2ccc(=O)oc2c1)Nc1cccnc1
10: CCCCCCSc1ccc([C@@H]2[C@@H]3C(=O)N(CC)C(=O)[C@@H]3[C@]3(C(=O)OC)CCCCN23)cc1OC
11: CCOC(=O)c1c(C2CC2)csc1NC(=O)COC(=O)c1ccc[n+]([O-])c1
12: CCOC(Cn1c(SCC(=O)Nc2cc(C)on2)nc2ccccc2c1=O)OCC

compound no.	7	8	9	10	11	12
EPAC2 agonist	-6%	8%	8%	0%	2%	0%
PTHR1 agonist	-34%[inhibitor]	i	i	-30%	i	i
EPAC2 antag	-3%	-3%	9%	-3%	-4%	1%
TDP43 rescue	14%	-7%	10%	-19%	26%	3%
FUS yeast rescue	·	16%	-17%	40%	·	14%
EPAC1 ag	-5%	-1%	1%	-13%	-9%	-5%
aSyn rescue	-4%	18%	-6%	?	2%	-2%
EPAC1 antag	-10%	-15%	?	-11%	-15%	-13%

13: CC(=O)N1CCC(C(=O)NC2CCCc3c2cnn3-c2cc(F)cc(F)c2)CC1 (configuration not stated)
14: CN(C)S(=O)(=O)c1cccc(NC(=O)CSc2nc3c(cc2C#N)C(=O)CC(C)(C)C3)c1
15: CCCCNC(=S)Nc1ccccc1F
16: Cc1nnc(SCc2ccc(Cl)cc2)n1CC1CCCO1 (configuration not stated)
17: NC(=O)c1cc(S(=O)(=O)Nc2ccccc2)cs1
18: CCn1c(SCC(=O)Nc2cc(C)on2)nnc1-c1ccc(S(=O)(=O)N2CCN(C)CC2)cc1

compound no.	13	14	15	16	17	18
EPAC2 agonist	-3%	14%	-4%	11%	13%	4%
PTHR1 agonist	-24%	-58%[inhibitor]	-18%[57.5 µM]	i	i	i
EPAC2 antag	-17%	-18%	1%	-3%	9%	-2%[57.1 µM]
TDP43 rescue	-17%	-8%	19%	-5%	-13%	15%
FUS yeast rescue	13%	·	-2%	4%	26%	7%
EPAC1 ag	-8%	-4%	-13%	-9%	4%	9%
aSyn rescue	-1%	-2%	-5%	1%	-3%	3%
EPAC1 antag	-19%	?	6%	-13%	-22%	-4%

19: COc1cccc(-n2nnnc2S(C)(=O)=O)c1
20: CC(C)(C)OC(=O)N[C@H](Cc1ccccc1)C(=O)N1CCC[C@@H]1C(=O)O
21: COCC(N)(c1ccccc1)c1nc2ccccc2n1C (configuration not stated)
22: CCN(/C=N/S(=O)(=O)c1ccc(Cl)cc1)CC
23: Cc1cc(OC(C)C(=O)NC(Cc2c[nH]c3ccc(O)cc23)C(=O)O)c2c(C)c(C)c(=O)oc2c1 (configuration not stated)
24: COc1cccc(CN(C)C(=O)C2CCN(S(=O)(=O)c3ccc(C)cc3)CC2)c1OC

compound no.	19	20	21	22	23	24
EPAC2 agonist	12%	13%	-1%	1%	4%	2%
PTHR1 agonist	-33%[inhibitor]	-7%	i	i	-29%	-70%[inhibitor]
EPAC2 antag	-2%	16%	2%	2%	-13%	-16%
TDP43 rescue	1µM*	17%	0%	22%	1%	25%
FUS yeast rescue	·	-34%	33%	0%	1%	·
EPAC1 ag	4%	6%	3%	-1%	-11%	-9%
aSyn rescue	-17%	1%	-5%	1%	13%	-4%
EPAC1 antag	-2%	6%	0%	9%	-3%	2%

3 compounds already listed, sorted by SMILES length, smallest number first.
19: COc1cccc(-n2nnnc2S(C)(=O)=O)c1
22: CCN(/C=N/S(=O)(=O)c1ccc(Cl)cc1)CC
24: COc1cccc(CN(C)C(=O)C2CCN(S(=O)(=O)c3ccc(C)cc3)CC2)c1OC

compound no.	19	22	24
EPAC2 agonist	12%	1%	2%
PTHR1 agonist	-33%[inhibitor]	i	-70%[inhibitor]
EPAC2 antag	-2%	2%	-16%
TDP43 rescue	1µM*	22%	25%
FUS yeast rescue	·	0%	·
EPAC1 ag	4%	-1%	-9%
aSyn rescue	-17%	1%	-4%
EPAC1 antag	-2%	9%	2%

Other results follow.
25: O=C1CCCN1CCCNc1ncnc2c1[nH]c1ccc(Cl)cc12
26: CCOC(=O)c1sc(=S)n(-c2ccc(C)cc2)c1SC
27: CCC(CC)c1nnc(NC(=O)c2c(-c3ccccc3)noc2C)s1
28: O=C(COc1ccccc1)NCc1nnc2c3ccccc3c(-c3ccccc3)nn12
29: COc1ccc(N(CC(=O)NC2CCCCC2)C(=O)CCC(=O)Nc2nc(C)cs2)cc1
30: Cc1ccc(C(=O)NC2CCN(Cc3ccccc3)CC2)cc1S(=O)(=O)N1CCOCC1

compound no.	25	26	27	28	29	30
EPAC2 agonist	1%	12%	3%	7%	2%	8%
PTHR1 agonist	-13%[57.5 µM]	i	-26%	-13%	i	i
EPAC2 antag	10%	0%	-5%	-17%	-3%	10%
TDP43 rescue	9%	-2%	7%	8%	-9%	-21%
FUS yeast rescue	8%	-8%	?	24%	6%	27%
EPAC1 ag	1%	11%	-14%	6%	9%	3%
aSyn rescue	-10%	-8%	1%	8%	-1%	-2%
EPAC1 antag	9%	-6%	-10%	-17%	11%	14%

31: Cc1nc(NC(=O)c2csc3ccccc23)sc1C
32: CN(C)C(=O)c1cn(-c2ccccc2)nc1-c1cccc([N+](=O)[O-])c1
33: O=C(Cc1ccccc1)N/N=C/c1cccs1
34: O=C(Nc1ccc(Cl)cc1)C1CC(=O)n2c(nc3ccccc32)N1 (configuration not stated)
35: CC[C@H]1C(=O)[C@@H](Cc2ccccc2)[C@@H]2CCN3C(=O)CCC[C@H]1[C@H]23
36: O=C(CN1CCC(c2nc3ccccc3[nH]2)CC1)Nc1ccc2c(c1)OCO2

compound no.	31	32	33	34	35	36
EPAC2 agonist	12%	8%	6%	-3%	5%	3%
PTHR1 agonist	-32%[inhibitor]	-7%	i	i	-24%	i
EPAC2 antag	-1%	3%	1%	16%	-7%	4%
TDP43 rescue	-9%	-10%[9.22 µM]	1%	20%	11%	0%
FUS yeast rescue	3%	11%	6%	-3%	-15%	5%
EPAC1 ag	12%	-3%	8%	1%	10%	2%
aSyn rescue	-12%	-1%	0%	0%	1%	-3%
EPAC1 antag	-1%	-1%	-23%	-3%	-1%	5%

In a second layout: 5 of the compounds above.
Value order: EPAC2 agonist	PTHR1 agonist	EPAC2 antag	TDP43 rescue	FUS yeast rescue	EPAC1 ag	aSyn rescue	EPAC1 antag
32) CN(C)C(=O)c1cn(-c2ccccc2)nc1-c1cccc([N+](=O)[O-])c1
  8%	-7%	3%	-10%[9.22 µM]	11%	-3%	-1%	-1%
33) O=C(Cc1ccccc1)N/N=C/c1cccs1
  6%	i	1%	1%	6%	8%	0%	-23%
34) O=C(Nc1ccc(Cl)cc1)C1CC(=O)n2c(nc3ccccc32)N1 (configuration not stated)
  -3%	i	16%	20%	-3%	1%	0%	-3%
35) CC[C@H]1C(=O)[C@@H](Cc2ccccc2)[C@@H]2CCN3C(=O)CCC[C@H]1[C@H]23
  5%	-24%	-7%	11%	-15%	10%	1%	-1%
36) O=C(CN1CCC(c2nc3ccccc3[nH]2)CC1)Nc1ccc2c(c1)OCO2
  3%	i	4%	0%	5%	2%	-3%	5%

(further entries)
37: COc1ccc(-c2nc3ncccn3c2Nc2ccc3c(c2)OCCO3)cc1
38: c1ccc2nc3c(nc2c1)CCCC3
39: Cc1[nH]c2ccc(-c3nnc(SCC(=O)N4CCCc5ccccc54)o3)cc2c1C
40: O=Cc1ccc(N2N=C(c3ccccc3)CC2c2ccccc2)cc1 (configuration not stated)
41: COc1ccc(NC(=O)CN(C)S(=O)(=O)c2cccc3nsnc23)cc1OC
42: CC(CN1CCCCC1)OC(=O)COc1ccc(Cl)cc1 (configuration not stated)
43: COc1ccccc1N(C)S(=O)(=O)c1ccc(C(=O)NCC(c2ccco2)N2CCCCC2)cc1 (configuration not stated)
44: O=C(NCC(c1ccco1)N1CCCCC1)c1ccc(COc2ccc(Cl)cc2)cc1 (configuration not stated)
45: CCN(Cc1cc(=O)n2ccsc2n1)c1cccc2ccccc12

compound no.	37	38	39	40	41	42	43	44	45
EPAC2 agonist	-1%	0%	5%	14%	-3%	6%	5%	6%	19%
PTHR1 agonist	-13%	i	0%[57.5 µM]	i	-17%	i	-6%	-28%	-46%[inhibitor]
EPAC2 antag	-6%	1%	8%	-9%	5%	6%	-18%	-7%	?
TDP43 rescue	13%	15%	-13%	14%	7%	26%	17%	-29%	-54%[inhibitor]
FUS yeast rescue	-22%	-31%	-5%	15%	9%	-9%	-8%	20%	27%
EPAC1 ag	-2%	-3%	2%	20%	4%	-4%	9%	3%	12%
aSyn rescue	4%	-1%	3%	6%	-1%	12%	3%	5%	-19%
EPAC1 antag	3%	10%	-2%	-19%	-3%	-3%	-18%	-1%	-13%
